BH1578 lux ind: induces V. cholerae light production without autoinducers; V. cholerae BH1578 lux reporter, luminescence, 6 h; activation, % at 18.7 µM; hit rate 0.16% among 350,000; in the data active = activation mostly above about 9.7%, no sharp cut-off; note: not every result past the cut was called active; inactives centre near 0; reference of the scale not given here
GDH-TPI inh: inhibits GDH-TPI coupling enzymes, artifact for Mtb FBA screen. hit rate 1.2% among 360,000. GDH-TPI coupled enzyme counterscreen, NADH absorbance. AID 588335. inhibition, % at 4.8 µM; in the data active = inhibition above about 30%;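 note: 0% = DMSO wells and 100% = wells lacking the enzyme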
TcdB GH inh: blocks C. difficile toxin B glycohydrolase activity. P18177. TcdB glycohydrolase enzymatic assay, plate reader. inhibition, % at 9.99 µM. hit rate 0.24% among 350,000; in the data active = inhibition above about 10%
FadD28 binding: inhibitors of Mycobacterium tuberculosis FadD28 bisubstrate binding; FadD28 bisubstrate probe binding, fluorescence polarization; inhibition, % at 12.5 µM; hit rate 0.22% among 360,000; AID 588549; in the data active = inhibition above about 8.5%, passing the limit was not always enough
Mtb FBA inh: inhibitors of M. tuberculosis fructose-bisphosphate aldolase. purified M. tuberculosis FBA, fluorescence read-out. hit rate 2.3% among 360,000. inhibition, % at 1 µM; in the data active = inhibition above about 27%;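 note: 0% = vehicle and 100% = reference inhibitor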
Mtb UGM inh: inhibitors of M. tuberculosis UDP-galactopyranose mutase; P9WIQ1; AID 504406; purified UGM, fluorescence polarization probe displacement; hit rate 0.06% among 320,000; inhibition, % at 10 µM; in the data active = inhibition above about 10%, passing the limit was not always enough
Yp Topo-I inh: Y. pestis Topo-I inhibition via cleavage products. hit rate 0.064% among 360,000. Y. pestis Topo-I cleavage product accumulation, plate reader. activity, % at 10 µM. AID 504884; in the data active = activity above about 50%, passing the limit was not always enough; note: inactives centre near 2
PfHsp40 yeast: rescue of PfHsp40-mediated yeast toxicity; S. cerevisiae expressing PfHsp40, growth rescue, ATP luminescence; growth rescue, % at 12.5 µM; AID 504582; hit rate 0.68% among 340,000; in the data active = growth rescue above about 28%, passing the limit was not always enough;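 note: yeast W303a lacking pdr1 and pdr3 grown in galactose medium; growth measured after three days at 30 °C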
Mtb BioA inh: BioA (M. tuberculosis) enzyme inhibition; purified M. tuberculosis BioA enzyme, plate reader; inhibition, % at 9.99 µM; hit rate 0.096% among 360,000; in the data active = inhibition above about 40%
Active calls of the source: *; i = inactive; nt = not tested or not shown.

SMILES | BH1578 lux ind | GDH-TPI inh | TcdB GH inh | FadD28 binding | Mtb FBA inh | Mtb UGM inh | Yp Topo-I inh | PfHsp40 yeast | Mtb BioA inh
CCOc1ccc(CNC(=O)CCCn2ccc3cc(S(=O)(=O)N4CCCC4)ccc32)cc1 | i | 3 | 0.7 | -1.4 | -2 | 0.4 | 24 | 0.6 | -1.1
Cc1cc(C)nc(NS(=O)(=O)c2ccc(NS(=O)(=O)c3ccc(C#N)cc3)cc2)n1 | -1.1 | 2 | -0.3 | -1.7 | -2 | 1.3 | 2 | 0.5 | -1.6
O=C(NNC(=O)c1ccc([N+](=O)[O-])cc1)c1ccc(NS(=O)(=O)c2cccs2)cc1 | 0.4 | 6 | 0.3 | 19* | -6 | -2.5 | -1 | 0.1 | -0.2
Nc1nc(SCC(=O)NCCCN2CCOCC2)nc2sc3c(c12)CCC3 | -5.0 | 7 | 0.4 | -0.6 | 3 | 3.3 | 2 | 0.5 | 1.6
COCCNC(=O)Cn1cc(C(=S)N2CCOCC2)c2ccccc21 | i | 2 | 1.8 | -2.7 | 1 | -0.9 | 2 | 0.6 | -1.1
Cc1ccc(-c2[nH]ncc2/C=N/n2c(COc3ccccc3C)nc3ccccc3c2=O)cc1 | -0.7 | 13 | nt | -0.9 | 2 | -0.6 | -3 | -0.8 | 0.2
CCCCCCSc1nnc(N)s1 | -0.7 | 9 | -0.8 | -0.4 | 2 | 6.8 | 16 | -1.3 | -0.2
COc1ccccc1CNC(=O)Cn1ccc2cc(S(=O)(=O)N3CCCC3)ccc21 | -3.1 | -1 | -0.2 | -3.1 | 0 | 1.6 | 8 | 1.4 | -0.8
CCN(CC)S(=O)(=O)c1ccc(C)c(NC(=S)N2CCN(Cc3ccc4c(c3)OCO4)CC2)c1 | 0.0 | 4 | -2.8 | -0.5 | 3 | 0.1 | 6 | 2.5 | 1.3
O=C(COc1ccc(S(=O)(=O)NC2CCCCC2)cc1)Nc1ccc2c(c1)OCCO2 | -0.3 | -4 | 0.0 | 0.1 | 3 | -1.2 | 21 | 1.9 | 0.3
CC1CCC(NC(=O)CSc2nncs2)CC1 (centres undefined) | i | 4 | 0.1 | -2.0 | 3 | 0.2 | 5 | 2.0 | 26
O=C(N/N=C\c1cccnc1)c1ccccc1O | i | 27 | 0.0 | -2.8 | -1 | -0.3 | -4 | -1.2 | 1.8
C=C(C)[C@@H](O)COc1c2ccoc2cc2oc(=O)ccc12 | 0.0 | -2 | 0.6 | -4.4 | 5 | 0.0 | -2 | -0.7 | 0.8
CCCNC(=O)c1ccc2c(c1)CCN2S(C)(=O)=O | -0.5 | 5 | -0.3 | 0.6 | 5 | 1.9 | 7 | 0.1 | nt
Cc1cc(=O)oc2cc(OCC(=O)NCCCn3ccnc3)ccc12 | -2.6 | 11 | 1.5 | -1.8 | 17 | 2.4 | 5 | -1.0 | 0.8
CC(C)Cn1cnc2c(SCCc3ccccc3)nc(N)nc21 | 3.3 | 0 | 4.9 | -2.7 | 17 | nt | 13 | 1.1 | -0.3
CC(C)(C)C(=O)Cn1c(NCCO)nc2ccccc21 | nt | 3 | nt | -0.4 | -4 | 2.3 | 4 | 12 | 1.1
CN1CCN(CCC(=O)N/N=C/C=C2\N(C)c3ccccc3C2(C)C)CC1 | -0.6 | 9 | 0.9 | -4.5 | -4 | 0.4 | -6 | -1.4 | nt
Cc1cc(N2CCOCC2)n2cc(-c3ccccc3)nc2n1 | -0.3 | 2 | -0.9 | -2.1 | 8 | 0.5 | 3 | 0.8 | nt
CN(C)Cc1cc(C(C)(C)c2ccccc2)ccc1O | nt | 0 | -0.6 | -2.5 | -1 | nt | -2 | 0.3 | nt
O=c1c2c(nc3n1CCCCC3)sc1c(O)c(Br)ccc12 | i | 25 | 3.8 | 2.0 | -1 | -0.3 | 4 | 0.8 | nt
COc1ccc(C2C(C(=O)c3ccc(C)o3)=C(O)C(=O)N2Cc2cccnc2)cc1OC (centres undefined) | -0.5 | -2 | -5.1 | 0.5 | 1 | 1.0 | -4 | -0.5 | 1.1
CCn1c(=O)c(C(=O)CN2CCCc3ccccc32)c(N)n(Cc2ccccc2)c1=O | i | 8 | nt | -2.9 | -2 | 0.6 | 2 | -0.4 | -1.2
CCOc1ccc(NC(=S)NNc2ccnc3cc(Cl)ccc23)cc1 | i | 2 | -0.3 | -2.9 | -3 | -0.8 | -29 | 3.8 | nt
CCS(=O)(=O)N1CCC(C(=O)Nc2cccc(C(C)=O)c2)CC1 | -5.4 | 7 | nt | 1.2 | 2 | 1.6 | 3 | 0.6 | nt
O=C1CC(Sc2nnnn2-c2ccccc2)C(=O)N1c1cccc(Cl)c1 (centres undefined) | 4.2 | -5 | nt | -1.4 | 1 | 0.7 | 4 | -0.2 | -0.4
CCCCN(C(=O)c1cnc2n(c1=O)CCS2)c1ccccc1 | -1.5 | 9 | -1.1 | -1.4 | 1 | 0.0 | 0 | 0.1 | -1.7
Cc1c(NC(=O)CN2C(=O)NC3(CCCCC3C)C2=O)cccc1[N+](=O)[O-] (centres undefined) | i | 2 | -0.4 | -1.6 | -1 | nt | -3 | -0.2 | 0.3
COc1ccc(C2CC(c3ccc(C(F)(F)F)cc3)=NN2c2ccc(S(N)(=O)=O)cc2)cc1 (centres undefined) | 1.1 | 10 | 0.5 | -2.5 | 155* | nt | 15 | -0.8 | -1.0
CC(CCc1ccccc1)NC(=O)c1ccc(Br)o1 (centres undefined) | -0.3 | 8 | nt | -0.2 | 2 | -0.8 | 4 | 0.0 | -1.7
CC(CCc1ccccc1)NC(=O)COC(=O)c1cccs1 (centres undefined) | 0.3 | -5 | 1.2 | -1.1 | -1 | 2.9 | 6 | 0.6 | -0.1
CCN(CC)S(=O)(=O)c1ccc(N2CCOCC2)c(NS(=O)(=O)c2cccs2)c1 | i | 5 | 0.5 | -2.3 | -1 | 1.6 | 2 | -1.5 | 3.2
Cn1cc(SCC(=O)O)c2ccccc21 | -0.1 | -5 | nt | 1.7 | 6 | 2.1 | 11 | -1.1 | -2.3
CC12CCC(C/C1=N\N=C1\NC(=O)/C(=C\c3cccc(Br)c3)S1)C2(C)C (centres undefined) | -0.1 | 20 | nt | -4.0 | -7 | 0.6 | 23 | -0.9 | nt
Nc1nc(CSc2ncn(-c3ccccc3)n2)cs1 | -0.9 | 5 | 1.9 | 0.0 | 4 | -3.3 | -3 | -1.3 | nt
Cc1cccc(-n2c(N)cc(=O)nc2SCC(=O)Nc2nnc(C)s2)c1 | i | 2 | nt | 0.2 | 4 | nt | -2 | 0.7 | -1.4
O=C(Cn1cc(C=C2C(=O)NC(=O)NC2=O)c2ccccc21)NCC1CCCO1 (centres undefined) | -0.2 | 1 | -1.2 | 1.1 | 0 | 5.1 | 7 | 0.0 | -3.7
CCOC(=O)CN1C(=O)Nc2ccc(Br)cc2C1c1ccccc1 (centres undefined) | -2.9 | 4 | nt | -3.1 | -3 | 1.4 | 4 | -0.3 | 3.0
O=C(CC[C@H]1O[C@@H](n2ccc(=O)[nH]c2=O)[C@H](O)[C@@H]1O)N[C@H](Cc1ccccc1)C(=O)NCc1cccs1 | nt | nt | 1.5 | -1.1 | 1 | nt | nt | nt | 6.4
CCCC(=O)Nc1sc(C)c(C)c1C(=O)Nc1cccc(C)c1 | -0.4 | 18 | -0.8 | 0.6 | 2 | -0.6 | -5 | -0.3 | 3.4
O=C(CCNS(=O)(=O)c1cccc2nsnc12)NCc1ccccc1 | -0.3 | 6 | 1.5 | 1.0 | 1 | 0.6 | -3 | 12 | -2.5
CC(C)c1ccc(/C=N/NC(=O)C2CCCC2)cc1 | 0.7 | -4 | 0.2 | -0.5 | -4 | -4.6 | 3 | 2.9 | 0.5
CN(C)/C=C/c1[nH]c(=O)[nH]c(=O)c1[N+](=O)[O-] | -0.4 | 8 | 0.6 | -1.2 | 1 | -1.3 | 0 | 0.3 | -0.9
Cc1cc(F)ccc1S(=O)(=O)Nc1ccccc1C(=O)Nc1ccc2[nH]c(=O)[nH]c2c1 | 0.6 | 21 | nt | 6.5 | 0 | -2.2 | 1 | -0.6 | nt
CC(=O)N1CCN(CC(O)COc2ccc(S(=O)(=O)N3CCOCC3)cc2)CC1 (centres undefined) | -3.1 | 1 | 1.6 | nt | 3 | 4.0 | -8 | -0.3 | -3.9
COc1cc(NC(=S)N2CCCC2)cc(OC)c1 | -3.4 | 2 | 1.7 | -0.2 | 26 | 0.3 | -10 | -0.7 | -2.9
COC(=O)c1ccc(COC(=O)C2CCN(S(=O)(=O)c3c(C)cc(C)cc3C)CC2)o1 | 0.5 | 0 | -2.3 | 0.3 | -2 | nt | 34 | nt | -2.6
N#Cc1ccc(CN2CCN(C(=O)c3cccc(S(=O)(=O)N4CCCCCC4)c3)CC2)cc1 | -1.6 | 0 | 0.3 | -0.1 | 1 | 1.4 | 10 | 0.4 | -0.2

By substructure: those above containing a halogen.
SMILES | BH1578 lux ind | GDH-TPI inh | TcdB GH inh | FadD28 binding | Mtb FBA inh | Mtb UGM inh | Yp Topo-I inh | PfHsp40 yeast | Mtb BioA inh
O=c1c2c(nc3n1CCCCC3)sc1c(O)c(Br)ccc12 | i | 25 | 3.8 | 2.0 | -1 | -0.3 | 4 | 0.8 | nt
CCOc1ccc(NC(=S)NNc2ccnc3cc(Cl)ccc23)cc1 | i | 2 | -0.3 | -2.9 | -3 | -0.8 | -29 | 3.8 | nt
O=C1CC(Sc2nnnn2-c2ccccc2)C(=O)N1c1cccc(Cl)c1 (centres undefined) | 4.2 | -5 | nt | -1.4 | 1 | 0.7 | 4 | -0.2 | -0.4
COc1ccc(C2CC(c3ccc(C(F)(F)F)cc3)=NN2c2ccc(S(N)(=O)=O)cc2)cc1 (centres undefined) | 1.1 | 10 | 0.5 | -2.5 | 155* | nt | 15 | -0.8 | -1.0
CC(CCc1ccccc1)NC(=O)c1ccc(Br)o1 (centres undefined) | -0.3 | 8 | nt | -0.2 | 2 | -0.8 | 4 | 0.0 | -1.7
CC12CCC(C/C1=N\N=C1\NC(=O)/C(=C\c3cccc(Br)c3)S1)C2(C)C (centres undefined) | -0.1 | 20 | nt | -4.0 | -7 | 0.6 | 23 | -0.9 | nt
CCOC(=O)CN1C(=O)Nc2ccc(Br)cc2C1c1ccccc1 (centres undefined) | -2.9 | 4 | nt | -3.1 | -3 | 1.4 | 4 | -0.3 | 3.0
Cc1cc(F)ccc1S(=O)(=O)Nc1ccccc1C(=O)Nc1ccc2[nH]c(=O)[nH]c2c1 | 0.6 | 21 | nt | 6.5 | 0 | -2.2 | 1 | -0.6 | nt

Outcome played no part in choosing rows; any-hit rate near 4.6%.
